Source: PubChem BioAssay
proCasp7 act = counter-screen: procaspase-7 (human) activation; recombinant procaspase-7, Ac-DEVD-pNA absorbance 405 nm; D23A/D198A/D206A triple mutant, cannot self-cleave; scale: DMSO 0, 5 µM enzyme 100; activation, % at 8.5 µM; hit rate 0.093% among 330,000;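 active = percent activation above the screen-wide mean plus 3 SD, cut at about 25% in these data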
Target sequence (P55210 whole entry D23A/D198A/D206A): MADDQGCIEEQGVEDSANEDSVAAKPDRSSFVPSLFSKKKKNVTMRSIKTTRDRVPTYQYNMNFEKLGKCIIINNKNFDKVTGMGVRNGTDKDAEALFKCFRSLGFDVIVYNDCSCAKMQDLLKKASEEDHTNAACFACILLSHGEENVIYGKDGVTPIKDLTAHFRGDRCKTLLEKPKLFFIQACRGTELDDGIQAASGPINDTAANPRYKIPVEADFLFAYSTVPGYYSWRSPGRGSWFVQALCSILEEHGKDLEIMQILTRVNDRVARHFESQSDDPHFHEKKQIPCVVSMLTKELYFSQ
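Test system: Procaspase-7 triple mutant (PC-7 D3A). Also added: Ac-DEVD-pNA substrate, 400 µM as added. Schedule: 1 h enzyme–compound preincubation and 2 h substrate reaction, both 25 °C. Signal: p-Nitroaniline absorbance at 405 nm, read at 0 and 120 min. Control set: low DMSO alone, high DMSO plus 5 µM PC-7.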
AHR activator = activators of human aryl hydrocarbon receptor; P35869; AHR-responsive luciferase reporter cells, luminescence; activation, % at 5 µM; hit rate 2.5% among 320,000; AID 2796; in the data active = activation above about 47%;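 note: 0% = vehicle wells and 100% = reference agonist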
AGP1 TOR yeast = alters AGP1-GFP fluorescence in TOR pathway yeast screen; GFP response vs DMSO, % at 10 µM; S. cerevisiae AGP1-GFP multiplex flow cytometry, 3 h; GFP as percent of DMSO wells; hit rate 0.02% among 320,000;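 active = GFP response relative to DMSO above a set limit, near screen average plus 3 SD, cut at about 150% in these data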;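 note: median GFP channel fluorescence of the gated AGP1 strain per well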
LAP4 TOR yeast = yeast TOR pathway LAP4-GFP modulation; S. cerevisiae LAP4-GFP multiplex, flow cytometry GFP, 3 h; median GFP as percent of DMSO wells; GFP response vs DMSO, % at 10 µM; hit rate 0.34% among 320,000;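 active = GFP response vs DMSO above a set limit, about the screen mean plus 3 SD, cut at about 150% in these data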
proCasp3 act = activators of human procaspase-3. recombinant procaspase-3 D3A, Ac-DEVD-pNA absorbance 405 nm. activation, % at 8.5 µM. hit rate 0.11% among 330,000. AID 463141;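 active = activation above the mean of all tested compounds plus 3 SD, cut at about 21% in these data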;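 note: 0% = DMSO alone and 100% = DMSO wells spiked with extra 5 µM PC-3 D3A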
Target sequence (P42574 whole entry D9A/D28A/D175A): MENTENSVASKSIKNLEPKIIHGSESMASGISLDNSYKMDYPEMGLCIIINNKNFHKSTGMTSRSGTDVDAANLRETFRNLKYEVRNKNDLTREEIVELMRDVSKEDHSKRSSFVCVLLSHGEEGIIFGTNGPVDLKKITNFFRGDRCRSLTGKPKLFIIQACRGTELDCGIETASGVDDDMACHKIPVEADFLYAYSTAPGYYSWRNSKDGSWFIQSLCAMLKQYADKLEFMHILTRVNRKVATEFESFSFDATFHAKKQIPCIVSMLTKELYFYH
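System: Procaspase-3 D3A mutant. Medium: Zinc-free 300 mM NaCl, 50 mM HEPES, 0.01% Triton X-100. Schedule: 1 h preincubation plus 2 h reaction at 25 °C. Measured by: 405 nm absorbance of p-nitroaniline, reads at 0 and 120 min. Read-out: percent activation relative to control range.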
MEP2 TOR yeast = modulators of TOR pathway MEP2-GFP in S. cerevisiae; AID 2016; S. cerevisiae MEP2-GFP strain, flow cytometry GFP, 3 h; 100% = DMSO control level; hit rate 0.51% among 330,000; GFP response vs DMSO, % at 10 µM;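 active = GFP response versus DMSO above a set limit, roughly screen mean plus 3 SD, cut at about 180% in these data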;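 note: median GFP fluorescence of the barcode-gated MEP2-GFP cells per well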
CIT2 TOR yeast = alters CIT2-GFP fluorescence in TOR pathway yeast screen; S. cerevisiae CIT2-GFP strain, flow cytometry, 3 h; 100 means same as DMSO wells; GFP response vs DMSO, % at 10 µM; hit rate 0.065% among 320,000; AID 2029;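 active = GFP response relative to DMSO above a set limit, near the screen mean plus 3 SD, cut at about 150% in these data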;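 note: ratio of well median GFP fluorescence to mean of DMSO wells on the plate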
RPL19A TOR yeast = alters RPL19A-GFP fluorescence in TOR pathway yeast screen. S. cerevisiae RPL19A-GFP strain, flow cytometry, 3 h; stronger effect = lower value. percent response vs DMSO, % at 10 µM. hit rate 0.3% among 330,000;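 active = percent response vs DMSO below 50%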;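 note: median channel GFP fluorescence of the barcoded RPL19A-GFP strain; ratio of sample median GFP to plate DMSO average so 100% = DMSO; lower means less RPL19A-GFP as with rapamycin TOR inhibition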
* marks the source's active call; other numbers are inactive results; / = not tested or not shown.

The opening six records as a preview:
Order of results: LAP4 TOR yeast	CIT2 TOR yeast	proCasp7 act	MEP2 TOR yeast	AHR activator	proCasp3 act	AGP1 TOR yeast	RPL19A TOR yeast
1: CCOC(=O)c1c(C)n(-c2ccc(F)cc2)c2ccc(O)cc12
  91	99	5	96	1	-6	95	96
2: Cc1ccc(C(N)=O)cc1S(=O)(=O)Nc1cccc(C)c1C
  98	94	7	96	1	6	97	95
3: C/C(=N/Nc1ccnc2cc(Cl)ccc12)c1ccc(N)cc1
  112	92	-37	96	57*	-4	90	102
4: O=C(Nc1cccc(F)c1)NC1(C(=O)N2CCN3CCCC3C2)CCCCC1 (configuration not stated)
  94	96	4	99	1	8	95	100
5: Cc1nc(CN(C)C(=O)c2cc(COc3c(F)cccc3F)on2)cs1
  80	101	11	90	0	-10	96	96
6: COCCNC(=O)C(c1ccc(F)cc1)N(CCOC)C(=O)CCC(=O)Nc1ccccn1 (configuration not stated)
  102	105	2	103	3	-7	106	107

Results, from the start:
Order of results: LAP4 TOR yeast	CIT2 TOR yeast	proCasp7 act	MEP2 TOR yeast	AHR activator	proCasp3 act	AGP1 TOR yeast	RPL19A TOR yeast
1: CCOC(=O)c1c(C)n(-c2ccc(F)cc2)c2ccc(O)cc12
  91	99	5	96	1	-6	95	96
2: Cc1ccc(C(N)=O)cc1S(=O)(=O)Nc1cccc(C)c1C
  98	94	7	96	1	6	97	95
3: C/C(=N/Nc1ccnc2cc(Cl)ccc12)c1ccc(N)cc1
  112	92	-37	96	57*	-4	90	102
4: O=C(Nc1cccc(F)c1)NC1(C(=O)N2CCN3CCCC3C2)CCCCC1 (configuration not stated)
  94	96	4	99	1	8	95	100
5: Cc1nc(CN(C)C(=O)c2cc(COc3c(F)cccc3F)on2)cs1
  80	101	11	90	0	-10	96	96
6: COCCNC(=O)C(c1ccc(F)cc1)N(CCOC)C(=O)CCC(=O)Nc1ccccn1 (configuration not stated)
  102	105	2	103	3	-7	106	107
7: CN(C(=O)c1ccncc1)C1CCCCC1
  90	99	-2	108	-3	9	96	102
8: COCCCN(C(=S)NC(=O)c1ccc(Br)cc1)c1c(N)n(Cc2ccccc2)c(=O)[nH]c1=O
  103	96	7	100	1	-1	99	98
9: COc1cccc(-n2c(O)c(C=NCc3ccccn3)c3ccccc3c2=O)c1
  88	95	-1	88	-1	-1	102	98
10: CCN(CC)C(=O)CN1C(=O)C2(NC(=O)c3ccccc3N2)c2ccccc21 (configuration not stated)
  105	100	2	103	4	-1	106	101
11: Cc1cccc2cc(CN(CC3CCCO3)C(=O)c3ccco3)c3nnnn3c12 (configuration not stated)
  89	104	4	107	-2	-2	103	108
12: Cc1cc(C(=O)NC2CCCc3ccccc32)no1 (configuration not stated)
  110	106	6	102	3	-1	117	102
13: O=C(CCc1nnc2ccc(NCc3ccccc3)nn12)NCC1CCN(C2CCCC2)C1 (configuration not stated)
  100	97	-6	100	-1	-1	102	99
14: O=[N+]([O-])c1ccc(-c2nnc(-c3ccccc3)c(N3CCOCC3)n2)cc1
  98	108	6	92	3	2	101	99
15: Brc1cc(/C=N/n2cnnc2)oc1Br
  96	104	3	102	1	10	102	106
16: Cc1c(O)c(=O)c2ccccc2n1C
  105	90	-18	91	0	0	91	101
17: Cc1csc(NC(=O)CCC(=O)N(CC(=O)NC2CCCC2)Cc2ccccc2)n1
  96	100	9	103	0	-3	100	104
18: Cc1ccc2nc(C3CCCN(C(=O)NCc4ccccc4)C3)[nH]c2c1 (configuration not stated)
  99	97	-1	97	15	3	89	89
19: COC(=O)C(C(=O)Nc1cccc(Cl)c1C)C1CCCC1 (configuration not stated)
  100	103	-1	99	-1	1	97	98
20: Cc1cnc(C(=O)Nc2ccc(-n3cnnn3)cc2)cn1
  98	101	2	97	1	4	102	98
21: O=C(COC(=O)COc1ccc(Cl)cc1)NC1CCCCC1
  102	108	2	108	0	2	105	102
22: C=CCNC(=S)Nc1ccc(F)cc1F
  98	98	11	99	3	0	94	100
23: CN(Cc1ccccc1F)C(=O)CCCNC(=O)c1ccc(Cl)cc1
  104	97	5	99	2	-4	104	100
24: COc1ccc(S(=O)(=O)N2CCC(C(N)=O)CC2)cc1
  100	105	0	105	0	-4	104	104
25: O=C(CCCOc1ccccc1)Nc1nnc(C2CCCO2)s1 (configuration not stated)
  103	91	-6	94	6	-4	104	102
26: Cc1cc(C)c(C#N)c(SCC(=O)NC2CC2)n1
  85	85	1	99	1	-2	99	99
27: COc1ccc([C@@]2(C(C)C)ON(c3ccccc3C(F)(F)F)C2=O)cc1
  106	104	4	93	0	0	97	96
28: Cc1ccc(CSCC(=O)Nc2ccccc2F)cc1
  116	95	8	97	0	-4	109	95
29: COc1cc(C2CC(=O)NC(SCC(=O)Nc3ccccc3C)=C2C#N)ccc1O (configuration not stated)
  102	114	-3	114	5	-5	107	110
30: Cc1csc(NC(=O)CCS(=O)(=O)c2ccc(Br)cc2)n1
  102	103	-3	103	3	3	110	102

Later entries:
Order of results: LAP4 TOR yeast	CIT2 TOR yeast	proCasp7 act	MEP2 TOR yeast	AHR activator	proCasp3 act	AGP1 TOR yeast	RPL19A TOR yeast
31: O=C(CCCSc1nc2ccccc2[nH]1)Nc1nnc(-c2ccccc2)o1
  108	95	16	102	2	-3	103	98
32: CCCCNC(=O)C1CCC(=O)N1CCc1ccccc1 (configuration not stated)
  101	104	5	112	6	7	99	103
33: O=C1c2cccc3c([N+](=O)[O-])ccc(c23)C(=O)N1O
  228*	274*	-14	350*	7	-4	116	148
34: Cc1cc(NC(=O)NCc2ccccc2)c(=O)n(Cc2ccccc2F)c1
  93	113	-4	110	2	-1	107	102
35: COc1ccc(S(=O)(=O)NC(N)=NCCc2ccc(OC)c(OC)c2)cc1
  97	111	0	107	-2	7	105	110
36: COCCNc1nc(C(C)(C)C)nc2c1nnn2Cc1ccccc1Cl
  92	96	2	101	-4	3	/	99
37: O=S(=O)(NCC(c1ccco1)N1CCOCC1)c1ccc(Cl)cc1 (configuration not stated)
  88	101	-6	100	-1	14	103	99
38: CCc1ccc(OCc2nnc(SCC(=O)N3CCOCC3)o2)cc1
  98	101	10	103	0	-3	106	107
39: Cc1ccc(Cc2cnc(N3C(=N)SC(c4ccccc4)C3=O)s2)cc1 (configuration not stated)
  92	99	-1	104	4	11	95	104
40: COc1ccccc1CN(C)C(=O)COC(=O)c1c(C)noc1C
  95	105	0	97	1	-3	97	97
41: CCCOc1ccc(Cc2c(O)nc(SC)[nH]c2=O)cc1C
  85	101	-7	108	0	7	92	105
42: O=c1cc(-c2ccccc2)nc2nc(CCc3ccccc3)[nH]n12
  84	90	-5	89	5	-7	/	90
43: CC(=O)Nc1ccc(-c2csc(NC(=O)C3CSC4(C)CCC(=O)N34)n2)cc1 (configuration not stated)
  103	99	-2	91	17	6	95	91
44: COc1ccccc1C1CCN(Cc2ccc(C)cc2)CC1
  91	97	-17	99	1	-5	94	100
45: COc1ccc(N2C(=O)NC(NC(=O)c3cccnc3)(C(F)(F)F)C2=O)cc1 (configuration not stated)
  93	105	2	93	-1	4	105	110
46: Fc1ccc(COc2ccccc2-c2ccnc3ncnn23)cc1
  88	93	-4	99	22	2	98	100
47: O=S(=O)(NCc1ccccc1)c1ccc(Cl)cc1
  97	103	4	105	-3	-6	104	99
48: CCCCN(CCCC)Cc1ccc(N)cc1
  107	110	-2	107	-1	0	104	104
49: CCN(CC)C(=O)CSc1nc2cc(S(=O)(=O)N3CCOCC3)ccc2n1CC
  110	105	1	101	1	3	99	90
50: CCC(=O)Nc1c2c(nn1-c1ccc([N+](=O)[O-])cc1)CS(=O)(=O)C2
  91	116	2	97	-1	3	100	102
51: CC(C)(C)C(=O)CCN1C(=O)C2(OCCO2)c2ccccc21
  104	103	3	106	13	2	105	97
52: CCOC(=O)CSc1ccc(S(=O)(=O)N2CCC(C)CC2)cc1[N+](=O)[O-]
  89	108	-18	104	-5	-16	99	104
53: OC(c1ccccc1)c1cccnc1 (configuration not stated)
  89	103	-3	100	2	1	93	90
54: Cc1c(N2C(=O)/C(=C/C3CC=CCC3)SC2=S)c(=O)n(-c2ccccc2)n1C (configuration not stated)
  98	93	-18	95	3	-21	84	92
55: Cc1ccc(S(=O)(=O)N2CCN(C(=O)c3ccco3)CC2)cc1C
  97	101	6	105	4	-4	101	102
56: O=C(NCC(c1cccs1)N1CCOCC1)C1CCN(S(=O)(=O)c2cccc(C(F)(F)F)c2)CC1 (configuration not stated)
  103	101	15	106	2	1	112	104
57: COC1=CC(=O)c2ccccc2C1=O
  120	112	-7	108	43	-1	113	120
58: Cc1nc(NN)c2c3c(sc2n1)COC(C)(C)C3
  92	105	-3	105	13	0	101	107
59: Cc1ccc(-n2nc3c(=O)n(CCCC(=O)NCc4ccccc4F)nc(C)c3c2C)cc1
  99	103	9	105	-1	2	103	100
60: CCC(C)(C)C1CCC2(CC1)NC(=O)N(CC(=O)NCCc1c[nH]c3ccccc13)C2=O (configuration not stated)
  106	105	2	112	16	-8	104	104

Following part:
Order of results: LAP4 TOR yeast	CIT2 TOR yeast	proCasp7 act	MEP2 TOR yeast	AHR activator	proCasp3 act	AGP1 TOR yeast	RPL19A TOR yeast
61: Nc1[nH]c(=O)[nH]c(=O)c1N=Nc1ccccc1Cl
  104	104	3	99	5	-1	109	101
62: COC(=O)C1(S(=O)(=O)c2cccc3nsnc23)CC1
  96	98	2	98	2	1	92	91
63: COc1cc(NC(=O)COC(=O)CCc2nc3ccccc3c(=O)[nH]2)cc(OC)c1
  101	90	0	98	0	9	98	92
64: CCn1nc([N+](=O)[O-])c2c(-c3nc4ccccc4o3)c(N)n(CCCOC)c2c1=O
  86	94	4	96	8	-3	97	100

3 of the compounds above, with one line to a screen.
[62] COC(=O)C1(S(=O)(=O)c2cccc3nsnc23)CC1
[63] COc1cc(NC(=O)COC(=O)CCc2nc3ccccc3c(=O)[nH]2)cc(OC)c1
[64] CCn1nc([N+](=O)[O-])c2c(-c3nc4ccccc4o3)c(N)n(CCCOC)c2c1=O
entry no.	62	63	64
LAP4 TOR yeast	96	101	86
CIT2 TOR yeast	98	90	94
proCasp7 act	2	0	4
MEP2 TOR yeast	98	98	96
AHR activator	2	0	8
proCasp3 act	1	9	-3
AGP1 TOR yeast	92	98	97
RPL19A TOR yeast	91	92	100

Taken from above:
Value for no. 64 in AHR activator: 8
Value for no. 63 in LAP4 TOR yeast: 101

Ordered by SMILES length (largest number first): three of the compounds above
Order of results: LAP4 TOR yeast	CIT2 TOR yeast	proCasp7 act	MEP2 TOR yeast	AHR activator	proCasp3 act	AGP1 TOR yeast	RPL19A TOR yeast
60: CCC(C)(C)C1CCC2(CC1)NC(=O)N(CC(=O)NCCc1c[nH]c3ccccc13)C2=O (configuration not stated)
  106	105	2	112	16	-8	104	104
64: CCn1nc([N+](=O)[O-])c2c(-c3nc4ccccc4o3)c(N)n(CCCOC)c2c1=O
  86	94	4	96	8	-3	97	100
59: Cc1ccc(-n2nc3c(=O)n(CCCC(=O)NCc4ccccc4F)nc(C)c3c2C)cc1
  99	103	9	105	-1	2	103	100
